Nrf2 inh = blocks Nrf2 signaling | A549 ARE-Fluc reporter, luciferase luminescence, 18-24 h | Potency, µM (highest dose often 46 µM), without a hit: at the top dose activity change, negative = inhibition, most hits filed as inhibitors | 360,000 tested, 2.1% active | AID 504444; further: potency means the concentration at half of the fitted maximal effect; on the % scale 0 is the no-effect control and ±100 the full control effect; nearly all actives have a fitted effect of over 60% in size
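Reporter: ARE-Fluc in A549. Exposure: 18-24 h, 37 °C, 5% CO2, 5% FBS OPTI-MEM. Readouts: fluorescent cytotoxicity (CellTiter-Fluor), then luminescent Nrf2 signal after BugLite.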
CCT chaperon mod = modulators of cytosolic chaperonin (CCT/TRiC) activity | 360,000 tested, 0.3% active | activity change, % (no concentration beside the values), hits read low | purified chaperonin ATPase assay, HTRF ADP detection, 30 min; in the data active means activity change below about -30%; further: on the % scale 0 is the no-effect control and ±100 the full control effect
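Enzyme 40 or 20 nM (batch-dependent) in Tris pH 7.4/KCl/MgCl2/DTT; cpd 76 uM single point; ATP 10 uM; 30 min 37 °C; Transcreener ADP HTRF detection, 30 min RT; ratio 665/615.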
EPAC2 antag = EPAC2 (human) antagonism. 360,000 tested, 0.18% active. AID 720708. Potency, µM (highest dose often 114 µM), for inactives: at the top dose activity, negative = inhibition, actives largely listed as inhibitors. EPAC2 GEF exchange of Rap1B-BODIPY-GDP, fluorescence; further: potency means the concentration at half of the fitted maximal effect; on the % scale 0 is the no-effect control and ±100 the full control effect; nearly all actives have a fitted effect of over 45% in size; many of its hits are not listed in these tables
Target sequence (Q8WZA2 whole entry, looked up): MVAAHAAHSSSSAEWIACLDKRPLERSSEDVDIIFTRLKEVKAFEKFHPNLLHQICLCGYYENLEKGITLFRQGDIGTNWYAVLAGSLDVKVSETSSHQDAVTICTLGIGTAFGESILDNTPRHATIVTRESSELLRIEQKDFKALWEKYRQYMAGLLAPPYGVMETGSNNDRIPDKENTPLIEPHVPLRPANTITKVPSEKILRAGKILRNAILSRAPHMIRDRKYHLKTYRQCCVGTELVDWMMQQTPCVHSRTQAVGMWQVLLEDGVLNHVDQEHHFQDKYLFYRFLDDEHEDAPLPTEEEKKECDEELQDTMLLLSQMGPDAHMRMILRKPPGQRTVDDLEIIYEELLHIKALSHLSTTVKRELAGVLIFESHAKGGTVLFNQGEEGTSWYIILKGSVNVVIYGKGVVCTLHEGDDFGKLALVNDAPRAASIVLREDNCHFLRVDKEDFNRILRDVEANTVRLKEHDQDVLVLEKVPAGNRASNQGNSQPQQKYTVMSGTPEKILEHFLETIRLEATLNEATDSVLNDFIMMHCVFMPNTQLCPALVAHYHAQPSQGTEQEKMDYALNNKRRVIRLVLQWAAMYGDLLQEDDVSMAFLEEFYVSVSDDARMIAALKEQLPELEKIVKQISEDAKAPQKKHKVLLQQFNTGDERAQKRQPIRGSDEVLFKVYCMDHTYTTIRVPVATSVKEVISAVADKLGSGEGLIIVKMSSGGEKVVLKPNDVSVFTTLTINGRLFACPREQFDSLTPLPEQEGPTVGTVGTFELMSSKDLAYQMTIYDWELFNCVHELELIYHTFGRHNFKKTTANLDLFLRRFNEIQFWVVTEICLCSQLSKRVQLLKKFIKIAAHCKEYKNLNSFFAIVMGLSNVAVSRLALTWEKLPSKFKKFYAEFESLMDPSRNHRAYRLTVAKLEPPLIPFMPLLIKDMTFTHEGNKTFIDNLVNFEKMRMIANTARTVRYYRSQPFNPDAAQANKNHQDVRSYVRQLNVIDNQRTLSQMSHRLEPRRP
MmCpn inh = M. maripaludis TRiC chaperonin inhibition; purified Mm-Cpn ATPase, ADP Transcreener TR-FRET; Potency, µM (titrated, usually from 76.9 µM), for inactives: at the top dose activity, negative = inhibition, actives largely listed as inhibitors; 330,000 tested, 0.031% active; AID 504842; further: potency means the concentration at half of the fitted maximal effect; on the % scale 0 is the no-effect control and ±100 the full control effect; nearly all actives have a fitted effect of over 80% in size
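Measured: ADP formation by purified Mm-CPN. Conditions: 25 nM protein, 10 uM ATP, Tris pH 7.4 with Mg2+, K+ and DTT, 37°C for 30 min. Detection: Transcreener HTRF after 30 min at room temperature.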
A549 viability = kills or reduces viability of A549 cells in Nrf2 counter-screen; A549 ARE-Fluc cells, CellTiter-Fluor viability, 18-24 h; Potency, µM (series often up to 46 µM), for the others: at the top dose activity change, negative = cytotoxicity, most hits filed as inhibitors; 390,000 tested, 0.16% active; further: potency means the concentration at half of the fitted maximal effect; on the % scale 0 is the no-effect control and ±100 the full control effect
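Cytotoxicity counterscreen: CellTiter-Fluor fluorescence was measured in A549 ARE_Fluc cells after 18-24 h of compound exposure in a concentration series. The subsequent BugLite luminescent read reports ARE-luciferase activity.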
Akt phos inh = Akt phosphorylation inhibition | Neuro2A IGF-stimulated pAkt S473 HTRF, 20 min; active compounds read low | activity change, % for hits at 50 µM | 360,000 tested, 0.32% active; in the data active means activity change below about -80%; inconclusive means mostly about -51% to -80%; further: on the % scale 0 is the no-effect control and ±100 the full control effect
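Neuro2A cells (4,500/well, DMEM with 0.5% FBS) were treated with compound at a single 50 µM final concentration, stimulated with 6 nM IGF for 20 min at 37 °C, and lysed. Phospho-Akt Ser473 was read by HTRF as 665/615 ratio ×10^4.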
EPAC2 agonist = EPAC2 (human) agonism; Q8WZA2; EPAC2 activation, biochemical qHTS; response scale: 100% = 6.5 mM cAMP response; Potency, µM (top dose mostly 154 µM), for the others: at the highest dose activation, most hits filed as activators; 360,000 tested, 0.079% active; further: potency means the concentration at half of the fitted maximal effect; nearly all actives have a fitted effect of over 50% in size
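Setup: EPAC2 100 nM, labeled Rap1B complex 250 nM, free GDP 50 uM. Compound titrations pinned in, brief spin, 5 min room temperature incubation. Kinetic fluorescence read over 30 min, normalized to 6.5 mM cAMP.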
Nrf2 ARE act = Nrf2 pathway activation; AREc32 ARE-luciferase reporter (MCF7-derived line), luminescence, 24 h; Potency, µM (highest dose often 46.1 µM), inactives show at the highest dose activation, actives largely listed as activators; 410,000 tested, 0.31% active; AID 624171; further: potency means the concentration at half of the fitted maximal effect; % of control where 0% means no effect; nearly all actives have a fitted effect of over 65% in size
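Nrf2 activation is followed as ARE-luciferase induction in the AREc32 line after one day of compound treatment; luminescence is read with Steady-Glo.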
TGFb SMAD3 inh = inhibitors of TGF-b signaling; HepG2 CAGA-GFP TGF-b/SMAD3 reporter, GFP fluorescence, 18 h; TGF-beta stimulated, 500 pg/mL final; Potency, µM (doses to about 46.1 µM), inactives show at the top dose activity, negative = inhibition, most hits filed as inhibitors; 410,000 tested, 1.2% active; AID 588855; further: potency means the concentration at half of the fitted maximal effect; on the % scale 0 is the no-effect control and ±100 the full control effect; nearly all actives have a fitted effect of over 65% in size
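Smad-responsive CAGA-GFP expression was quantified in HEPG2 cells exposed to compounds and 500 pg/mL final TGF-beta for 18 h at 37 degrees C; unstimulated wells defined full inhibition.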
Starred values were filed as active, the others as inactive; i = inactive; ? = inconclusive; nt = not tested or not shown; & = joins results of further samples; [ ] = another dose, or the depositor's remark. Unless noted, the call rests on the fitted dose curve; in most records, active means well fitted curve in the direction sought with a large enough effect; inconclusive means small, poorly fitted or top-dose-only effect, or another doubt; inactive means no such curve, though single readings can be large; an effect the other way counts as inactive or inconclusive.

1) COc1ccc(OC)c(NC(=O)C(=O)N/N=C(\C)CC(=O)Nc2ccc(Cl)cn2)c1
2) CCOC(=O)C1(Cc2cccc(OC)c2)CCN(Cc2cccc(OC)c2OC)CC1
3) Cc1cc2cc(C(c3nnnn3Cc3ccco3)N3CCc4ccccc4C3)c(=O)[nH]c2cc1C (centres undefined)
4) N/N=C(\c1ccccc1)C12CN3CN(CN(C3)C1)C2
5) Cc1ccccc1NC(=O)c1cc2c(-c3ccccc3)nn(-c3ccccc3)c2s1
6) COc1cc2c(cc1OC)CN(S(=O)(=O)c1cccs1)CC2

Compound	1	2	3	4	5	6
Nrf2 inh	-5.0%	-10.3%	?	-15.4%	?	20.6%
CCT chaperon mod	-1.5	-4.0	-3.1	-7.2	nt	0.1
EPAC2 antag	-7.8%	5.4%	6.7%	4.6%	nt	7.2%
MmCpn inh	1.3%	-0.5%	-11.5%	-2.7%	nt	-0.1%
A549 viability	1.2%	-13.8%	-26.8%	0.3%	0.6%	-0.8%
Akt phos inh	i	i	i	i	nt	i
EPAC2 agonist	2.2%	4.8%	-5.6%	4.1%	nt	2.8%
Nrf2 ARE act	0.3%	0.8%	7.5%	-0.3%	-1.1%	2.3%
TGFb SMAD3 inh	13.2%	?	?	2.6%	-12.4%	?

7) Cc1cccc(OCCCCn2c(C3CC(=O)N(c4ccc(C)cc4C)C3)nc3ccccc32)c1 (centres undefined)
8) O=S(=O)(Nc1ccc(Cc2ccncc2)cc1)c1ccc(Br)cc1
9) Cc1cc(S(=O)(=O)N2CCN(CC(=O)NC(C)(C#N)C3CC3)CC2)ccc1Br (centres undefined)
10) O=c1[nH][nH]c(C(F)(F)F)c1C=Nc1ccccc1Cl
11) CCc1c(C(=O)NNC(=S)Nc2ccc(S(=O)(=O)Nc3ncccn3)cc2)csc1C
12) CC(C(=O)NCCCc1ccccc1)n1cccc1C(=O)c1ccccc1 (centres undefined)

Compound	7	8	9	10	11	12
Nrf2 inh	?	?	2.5%	?	3.1%	?
CCT chaperon mod	nt	-2.4	-1.8	0.8	-1.3	-2.0
EPAC2 antag	nt	-4.8%	3.0%	8.8%	-8.8%	-10.5%
MmCpn inh	nt	0.8%	-1.9%	0.5%	-2.0%	1.9%
A549 viability	?	-12.6%	0.0%	-0.3%	-2.1%	6.3%
Akt phos inh	nt	i	i	i	i	i
EPAC2 agonist	nt	6.7%	0.8%	-5.1%	3.0%	14.0%
Nrf2 ARE act	-3.2%	3.0%	-0.5%	-0.4%	-0.9%	0.0%
TGFb SMAD3 inh	10µM*	?	?	7.0%	-2.6%	-13.9%

13) CC(=O)Nc1ccccc1NC(=O)C/C(C)=N/NC(=O)c1ccccn1
14) CCCC(=O)Nc1c(C(=O)OCC)oc2ccccc12
15) Cc1cccc(NC(=O)COc2coc(CN3CCc4ccccc4C3)cc2=O)c1
16) CCOc1ccc(CCNC(=O)C2CCN(S(=O)(=O)CC)CC2)cc1OCC
17) Oc1c(C(c2ccc(F)cc2)N2CCc3ccccc3C2)sc2ncnn12 (centres undefined)
18) CC1Cc2ccccc2N1C(=O)CSc1nn2c(=O)c(C(C)(C)C)nnc2s1 (centres undefined)

Compound	13	14	15	16	17	18
Nrf2 inh	?	8.0%	?	-3.5%	?	-27.5%
CCT chaperon mod	-8.7	-3.1	-1.9	1.3	0.3	0.1
EPAC2 antag	0.4%	-6.6%	-18.2%	9.1%	-18.3%	-10.3%
MmCpn inh	-1.0%	-0.6%	-1.1%	-1.0%	?	-0.7%
A549 viability	6.7%	2.4%	-6.9%	1.2%	3.0%	1.0%
Akt phos inh	i	i	i	i	i	i
EPAC2 agonist	8.6%	11.1%	-3.7%	3.1%	3.0%	-5.9%
Nrf2 ARE act	-0.6%	0.6%	0.1%	-0.1%	10.9%	?
TGFb SMAD3 inh	2.6%	2.7%	-1.0%	17.6%	-8.3%	-25.7%

19) O=C(COc1cc2oc(=O)c3c(c2cc1Cl)CCC3)Nc1cccnc1
20) O=C(C[C@@H]1C/C=C/CC[C@@H](Cc2ccc(F)cc2)C(=O)OC[C@H](Cc2ccccc2)NC1=O)N[C@H](CO)Cc1ccccc1
21) Cc1[nH]c2ccccc2c1/C=N/NC(=O)Cc1cccs1
22) Cc1cc(=O)n2c3ccccc3n(CC(O)CN3CCOCC3)c2c1C#N (centres undefined)
23) Cc1ccc(-n2nc(-c3ccco3)cc2C(=O)O)cc1
24) FC(F)(F)c1nc2ccccc2c2nc3ccccc3n12

Compound	19	20	21	22	23	24
Nrf2 inh	23.5%	7.7%	-6.0%	-10.7%	1.1%	?
CCT chaperon mod	0.9	-2.8	-3.6	-3.4	-0.1	1.3
EPAC2 antag	4.6%	0.1%	8.3%	-9.9%	31.8%[activator]	-5.2%
MmCpn inh	0.5%	-0.8%	1.8%	-1.0%	-0.7%	1.4%
A549 viability	0.3%	-7.1%	-0.6%	-2.1%	-0.1%	4.7%
Akt phos inh	i	i	i	i	i	i
EPAC2 agonist	-0.1%	-5.1%	0.1%	3.9%	7.4%	-5.6%
Nrf2 ARE act	-0.9%	0.7%	0.6%	-0.3%	0.3%	1.0%
TGFb SMAD3 inh	-2.1%	-32.2%	-18.0%	-0.9%	-8.0%	3.6%

25) C=CCNc1oc(-c2ccco2)nc1S(=O)(=O)c1ccccc1
26) O=C(N1CCOCC1)C12OC3CC(CC(C3)O1)O2
27) CCC(Sc1nc(C)cc(C)n1)C(=O)Nc1ccc(S(N)(=O)=O)cc1 (centres undefined)
28) CCCCN1CC[C@H]2C=CC[C@@H](C(=O)Nc3ccccc3)[C@H]2C1=O
29) Cc1ccc(C2c3c(oc4ccccc4c3=O)C(=O)N2c2nnc(C(C)C)s2)o1 (centres undefined)
30) Cc1cc(C(F)(F)F)nn1CC(=O)N1CCCC1

Compound	25	26	27	28	29	30
Nrf2 inh	-14.0%	nt	12.6%	8.5%	6.6%	nt
CCT chaperon mod	1.9	1.4	-1.2	-2.6	1.6	4.6
EPAC2 antag	5.3%	-4.3%	3.3%	17.4%	4.5%	19.8%
MmCpn inh	-0.5%	nt	2.1%	nt	2.7%	0.4%
A549 viability	-3.6%	nt	-0.3%	-5.0%	6.8%	3.0%
Akt phos inh	i	i	i	i	i	i
EPAC2 agonist	-4.3%	9.4%	9.2%	3.0%	-8.3%	-1.7%
Nrf2 ARE act	0.8%	0.6%	0.3%	0.2%	4.8%	0.5%
TGFb SMAD3 inh	-11.1%	-6.7%	-16.8%	-13.4%&-21.0%	12.8%	3.0%

Entries by screen from the entries so far.
Nrf2 ARE act, nos. 25 to 30 → 0.8%, 0.6%, 0.3%, 0.2%, 4.8%, 0.5%

(further entries)
31) CCOc1cc(C(=O)N(CC)CC(=O)Nc2ccc3c(c2)OCCO3)ccc1OC
32) CCOC(=O)C1CCN(Cc2ccc(-c3ccccc3)cc2)CC1
33) O=C(CN1CCCCC1)N/N=C/c1ccc(Cl)cc1
34) O=C(NNC(=O)c1cc2cc3ccccc3nc2s1)c1ccc(F)cc1
35) CCOC(=O)N1CCC(Nc2nc3ccccc3nc2NS(=O)(=O)c2ccc(Cl)cc2)CC1
36) O=c1cc(NCCc2ccccc2)c2ccccc2o1

Compound	31	32	33	34	35	36
Nrf2 inh	-0.3%	?	0.8%	6.5%	-5.5%	?
CCT chaperon mod	0.7	-2.5	-0.6	-2.1	2.3	2.4
EPAC2 antag	-1.9%	0.1%	3.1%	-8.0%	9.0%	0.0%
MmCpn inh	1.9%	-1.2%	2.3%	-1.7%	-2.5%	2.6%
A549 viability	-0.7%	?	?	-0.9%	-0.1%	-13.7%
Akt phos inh	i	i	i	i	i	i
EPAC2 agonist	4.2%	10.9%	4.6%	-9.0%	1.9%	-2.9%
Nrf2 ARE act	0.4%	-1.0%	3.2%	3.7%	5.5%	2.5%
TGFb SMAD3 inh	-3.6%	13.6%	1.0%	12.4%	-2.1%	-0.6%

Single entries from above:
`O=C(CN1CCCCC1)N/N=C/c1ccc(Cl)cc1` in CCT chaperon mod: -0.6
`O=C(NNC(=O)c1cc2cc3ccccc3nc2s1)c1ccc(F)cc1` in EPAC2 agonist: -9.0%
`CCOC(=O)N1CCC(Nc2nc3ccccc3nc2NS(=O)(=O)c2ccc(Cl)cc2)CC1` in TGFb SMAD3 inh: -2.1%

(cont.)
37) CCCOc1ccc(CNC(=O)Cn2ncc3ccccc32)cc1
38) CCCCC(NC(=O)c1ccc(Cl)cc1)C(=O)O (centres undefined)
39) C=CCn1c(SCc2ccc(C#N)cc2)nnc1-c1cccc(OC)c1
40) O=C(COC(=O)c1ccccc1C(=O)N1CCN(c2ccc(F)cc2)CC1)NCc1ccccc1
41) COc1cccc(NC(=O)CN(C)C(=O)c2ccc(NC3CC3)c([N+](=O)[O-])c2)c1
42) Cc1ccc(C)c(OCCC(=O)OCC(=O)Nc2cc(S(=O)(=O)N3CCCCC3)ccc2C)c1
43) CCOc1ccc(N(C(=O)c2ccc(Cl)cc2)S(=O)(=O)c2ccc3c(c2)n(C)c(=O)n3C)cc1

Compound	37	38	39	40	41	42	43
Nrf2 inh	12.4%	16.3%	nt	-22.2%	-10.5%	-13.1%	17.7%
CCT chaperon mod	-3.5	-1.7	-0.9	-3.0	-5.6	-2.8	nt
EPAC2 antag	1.3%	8.2%	-1.8%	-4.9%	-1.0%	-2.4%	nt
MmCpn inh	-0.5%	-5.4%	0.0%	1.2%	-0.7%	0.4%	nt
A549 viability	16.9%	-11.4%[1.84 µM]	?	-8.2%	-2.7%	1.6%	0.7%
Akt phos inh	i	i	i	i	i	i	nt
EPAC2 agonist	5.6%	-20.8%	12.2%	2.4%	-0.8%	13.6%	nt
Nrf2 ARE act	3.3%	-0.8%	-1.2%	-0.4%	2.2%	0.0%	-0.2%
TGFb SMAD3 inh	4.4%	-11.4%	-9.0%	-4.2%	-2.1%	-15.2%	-5.7%

Only part of the results is shown; the hit share may differ from the screen's.
